Tau fibril FP = qHTS for Inhibitors of Tau Fibril Formation, Fluorescence Polarization; AID 1468, 2008; K18 P301L tau heparin fibrillization, Alexa594 FP, 6 h; Microtubule-associated protein tau (Homo sapiens), P10636; 0.39% of 280,000 active; Potency, µM (series often up to 57.7 µM), for the others: at the top dose activity, negative = inhibition, hits mostly inhibitors; note: nearly all actives have a fitted effect of over 55% in size
Target sequence (P10636 561-689 P618L limits assumed): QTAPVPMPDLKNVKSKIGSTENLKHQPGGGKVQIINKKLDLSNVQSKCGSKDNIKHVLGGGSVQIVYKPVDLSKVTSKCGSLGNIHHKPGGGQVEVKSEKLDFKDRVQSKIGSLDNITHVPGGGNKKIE
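Recombinant K18 P301L […], labeled with Alexa 594 at 0.24 uM over 15 uM unlabeled; heparin inducer 20 uM final; 37 C, 6 hr; FP endpoint.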
RECQ1 inh = qHTS Assay for Inhibitors of RecQ-Like Dna Helicase 1 (RECQ1); RECQ1 DNA unwinding, red fluorescence kinetic read; Potency, µM (doses to about 57.3 µM), for inactives: at the highest dose activity, negative = inhibition, actives largely listed as inhibitors; 0.54% of 240,000 active;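 note: plate controls were vehicle for no effect and no enzyme for full effect; nearly all actives have a fitted effect of over 30% in size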
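50 nM RECQ1T1 preincubated 15 min with compound in Tris pH 8.0 buffer with MgCl2, DTT, Tween-20 and 2.5 ug/ml poly(dI-dC); started with 200 nM TAMRA/BHQ-2 forked duplex and 2 mM ATP. Unwinding read as fluorescence (525/598 nm), two reads 2 h apart.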
L3MBTL1 inh = qHTS Assay for the Inhibitors of L3MBTL1; AlphaScreen L3MBTL1–H3K9me1 peptide binding; Potency, µM (doses to about 57.1 µM), without a hit: at the top dose activity, negative = inhibition, actives largely listed as inhibitors; 0.66% of 230,000 active; AID 485360, 2010; note: nearly all actives have a fitted effect of over 60% in size
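Displacement of a biotinylated histone H3(1-15) peptide monomethylated at Lys9 (75 nM) from L3MBTL1 (50 nM) was measured by AlphaScreen after a 30 min room-temperature compound incubation; cefsulodin titration served as intraplate control.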
TRb-SRC2 inh = qHTS for Inhibitors of the Interaction of Thyroid Hormone Receptor and Steroid Receptor Coregulator 2; 0.065% of 280,000 active; Potency, µM (series often up to 106 µM), without a hit: at the top dose activity change, negative = inhibition, usual class: inhibitors; TRbeta-SRC2 peptide binding, fluorescence polarization; receptor liganded with 1 µM T3;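 note: plate controls were bound peptide for no effect and peptide without receptor for full effect; nearly all actives have a fitted effect of over 50% in size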
Target sequence (P10828 whole entry, looked up): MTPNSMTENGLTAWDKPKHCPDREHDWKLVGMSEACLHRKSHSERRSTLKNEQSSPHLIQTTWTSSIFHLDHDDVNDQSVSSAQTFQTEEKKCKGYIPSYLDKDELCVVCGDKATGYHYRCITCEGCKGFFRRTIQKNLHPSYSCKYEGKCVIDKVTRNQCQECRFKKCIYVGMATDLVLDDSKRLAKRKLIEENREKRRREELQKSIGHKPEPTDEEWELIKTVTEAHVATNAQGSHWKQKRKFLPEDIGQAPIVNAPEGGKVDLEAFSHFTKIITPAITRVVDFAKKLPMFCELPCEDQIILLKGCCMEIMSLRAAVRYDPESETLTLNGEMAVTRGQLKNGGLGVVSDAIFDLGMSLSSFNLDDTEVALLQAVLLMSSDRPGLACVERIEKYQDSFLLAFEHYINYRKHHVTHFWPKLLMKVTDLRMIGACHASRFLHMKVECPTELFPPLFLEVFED
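Fluorescence polarization of 20 nM Texas Red SRC2 peptide with 0.6 uM human TRb ligand-binding domain, in Tris buffer with 1uM T3 and 5% DMSO. Incubated 5 hr ambient; normalized to unbound and bound controls.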
KDM4E inh = qHTS Assay for Inhibitors of Human Jumonji Domain Containing 2E (JMJD2E); AID 2147, 2009; JMJD2E catalytic domain, FDH-coupled NADH fluorescence (FDH is formaldehyde dehydrogenase); Potency, µM (titrated, usually from 57.1 µM), for the others: top-dose activity change, negative = inhibition, usual class: inhibitors; 1.6% of 230,000 active; active = well fitted inhibition curve with a large enough effect, not every such curve was filed as active; inconclusive = small, poorly fitted or top-dose-only effect, or another doubt; inactive = no such curve, though single readings can be large or run the other way;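 note: 0% = wells with enzyme and -100% = buffer wells without enzyme; nearly all actives have a fitted effect of over 50% in size; many of its hits are not listed in these tables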
RGS12 GoLoco inh = qHTS Assay for Inhibitors of RGS12 GoLoco Motif Activity (Red Fluorophore). Gai1:RGS12 GoLoco peptide FP, rhodamine, 10 min. Potency, µM (titrated, usually from 61.6 µM), for the others: at the top dose activity, negative = inhibition, actives largely listed as inhibitors. 0.44% of 230,000 active; active = well fitted inhibition curve with a large enough effect, not every such curve was filed as active; inactive = no such curve, though single readings can be large or run the other way; note: nearly all actives have a fitted effect of over 30% in size; many of its hits are not listed in these tables
Target sequence (P63096 whole entry, looked up): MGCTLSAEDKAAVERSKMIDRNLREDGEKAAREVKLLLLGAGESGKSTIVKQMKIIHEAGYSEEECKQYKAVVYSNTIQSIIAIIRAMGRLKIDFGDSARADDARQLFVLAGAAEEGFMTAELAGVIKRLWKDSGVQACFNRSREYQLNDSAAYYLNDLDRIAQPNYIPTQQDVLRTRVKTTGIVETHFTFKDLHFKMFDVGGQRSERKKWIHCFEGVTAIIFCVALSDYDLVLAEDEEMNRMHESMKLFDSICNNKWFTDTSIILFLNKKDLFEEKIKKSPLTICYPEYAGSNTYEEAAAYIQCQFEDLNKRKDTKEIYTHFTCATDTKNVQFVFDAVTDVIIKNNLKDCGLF
TR SRC2 fluor cs = Total Fluorescence Counterscreen for Inhibitors of the Interaction of Thyroid Hormone Receptor and Steroid Receptor Coregulator 2. TRb/SRC2 Texas Red total fluorescence interference. Potency, µM (top dose mostly 106 µM), inactives show at the highest dose fluorescence change, negative = quenching. 0.29% of 280,000 active; active = well fitted curve in either direction with a large enough effect; inconclusive = small, poorly fitted or top-dose-only effect
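Human TRβ ligand-binding domain (0.6 uM) and Texas Red SRC2 peptide (20 nM) in Tris buffer with 1 uM T3 and 5% DMSO were incubated with pinned compound for 5 hr at ambient temperature. Total fluorescence was computed as S + 2P (555/632 nm).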
Tau fibril ThT = qHTS for Inhibitors of Tau Fibril Formation, Thioflavin T Binding; Potency, µM (series often up to 57.4 µM), inactives show at the top dose activity, negative = inhibition, hits mostly inhibitors; recombinant tau K18 P301L, heparin-induced fibrillization, ThT fluorescence; 2.1% of 270,000 active; Microtubule-associated protein tau (Homo sapiens), P10636; AID 1460, 2008; note: nearly all actives have a fitted effect of over 55% in size
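ThT emission at 510 nm, taken 1 hr after adding 30 uM dye, quantifies aggregates formed when 20 uM heparin acts on human tau K18 P301L for 6 hr at 37 C.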
Starred values were filed as active, the others as inactive; i = inactive; ? = inconclusive; nt = not tested or not shown; & = joins results of further samples; [ ] = remark or other dose. Unless noted, calls come from the whole dose curve; as a rule, active = well fitted curve in the direction sought with a large enough effect; inconclusive = small, poorly fitted or top-dose-only effect, or another doubt; inactive = no such curve, though single readings can be large; an effect the other way counts as inactive or inconclusive. Unless noted, % is set by controls: 0 for no effect and ±100 for the full control effect; potency is the fitted concentration of half-maximal effect. Only part of the results is shown; rates above refer to the full screens.

SMILES	Tau fibril FP	RECQ1 inh	L3MBTL1 inh	TRb-SRC2 inh	KDM4E inh	RGS12 GoLoco inh	TR SRC2 fluor cs	Tau fibril ThT
Cc1oc(-c2ccccc2F)nc1CS(=O)(=O)CC(=O)NCCCN(C)C1CCCCC1	-10%	i	0%	4%	-10%	4%	-4%	-1%
Cc1ccc2occ(CC(=O)Nc3c(C)cccc3C)c2c1	-5%	nt	nt	0%	nt	nt	?	-3%
CC(C)c1ccc(NC(=S)NN2CCOCC2)cc1	12%	5%	-13%	-3%	-10%	6%	1%	0%
COc1cccc(C2CC(c3ccc(C)cc3)n3nc(N)nc3N2)c1 (stereo unspecified)	0%	-3%	-8%	2%	4%	4%	-3%	-1%
CCc1cccc(NC(=O)c2cnc(SC)nc2-c2ccccc2)c1	-10%	nt	nt	8%	nt	nt	9%	-10%
O=C1c2nc3ccccn3c2C(=O)N1Cc1ccccc1	-5%	3%	0%	-2%	?	78%[activator]	-7%	-3%
CC(=O)C1=C(C)NC(=O)NC1c1cccc(O)c1 (stereo unspecified)	6%	-17%	1%	-12%	3%	4%	1%	0%
CCc1ccc(-n2nc3ccc(NC(=O)c4ccc5c(c4)OCO5)cc3n2)cc1	?	-11%	nt	2%	?	6%	-1%	?
CCC(=O)N1CCc2cc(S(=O)(=O)CCC(=O)Nc3ccc(OC(F)(F)F)cc3)ccc21	-18%	nt	nt	-6%	nt	nt	-1%	-10%
CC1=Nc2ncnn2C(c2ccccc2)/C1=N\O (stereo unspecified)	0%	-2%	8%	-3%	-21%	0%	-4%	-2%
CCOC(=O)c1cc2c(ccn2C)n1CC(=O)N1CCN(c2cccc(C(F)(F)F)c2)CC1	-5%	-6%	-11%	-9%	?	22%	0%	-2%
CCS(=O)(=O)c1ncc(Cl)c(C(=O)N2CCN(c3cccc(Cl)c3)CC2)n1	-20%	nt	nt	4%	nt	nt	-12%	?
Cc1ccc(Cn2cnc3ccccc32)cc1C	9%	i	0%	-3%	3%	5%	4%	-7%
Cn1c(NCc2ccco2)nc2c1c(=O)n(Cc1ccc(Cl)cc1)c(=O)n2C	4%	-4%	nt	-2%	-2%	8%	2%	-12%
CCOc1cc(C(=O)NC(=S)Nc2ccc(Cl)c(C(=O)O)c2)cc(OCC)c1OCC	-4%	i	-1%	6%	-4%	6%	2%	-12%
COc1ccc2nc(NCCNC(=S)NCCCN3CCOCC3)c(C#N)cc2c1	-7%	12%	nt	-11%	?	5%	-3%	-8%
CCOC(=O)C1C(=O)NC(N2CCN(c3ccccc3)CC2)=NC1c1ccco1 (stereo unspecified)	-3%	-3%	2%[11.4 µM]	1%	5%	-12%	-6%	-17%
CCCCN(CCCC)C(=O)CN(C)S(=O)(=O)c1ccc2c(c1)c(=O)n(C)c(=O)n2C	-2%	nt	nt	8%	nt	nt	5%	2%
CCCCCC[n+]1c(-c2ccccc2)csc1Nc1ccccc1	6%	-6%	-17%	-3%	3%	0%	-3%	-9%
O=C(Cc1ccc(Br)cc1)Nc1ncc([N+](=O)[O-])s1	-12%	-23%	nt	12%	-8%	21%	-6%	nt
O=C(COc1ccc2ccccc2c1)N1CCN(C(=O)c2ccco2)CC1	-15%	i	nt	0%	4%	7%	0%	-7%
CNc1ccccc1C(C)(C)c1cc(-c2cc(C)cc(C)c2)no1	-6%	-12%	8%	4%	10%	-4%	-7%	-14%
O=C(C1Cc2ccccc2CN1S(=O)(=O)c1cccs1)N1CCCCCC1 (stereo unspecified)	-3%	-1%	16%[11.4 µM]	-4%	0%	-3%	1%	-5%
Cc1onc(-c2c(F)cccc2Cl)c1C(=O)OCC(=O)NC(N)=O	3%	-13%	5%	-12%	1%	-5%	-3%	2%
CCOC(=O)c1ccc(NC(=O)CN2C(=O)CNC2=O)cc1	-4%	0%	-6%	-9%	4%	-6%	-3%	-3%
(next part)
SMILES	Tau fibril FP	RECQ1 inh	L3MBTL1 inh	TRb-SRC2 inh	KDM4E inh	RGS12 GoLoco inh	TR SRC2 fluor cs	Tau fibril ThT
Cc1cc(C(=O)N2CCC(C(F)(F)F)n3nccc32)on1 (stereo unspecified)	-4%	-11%	-6%	-16%	-3%	10%	1%	13%
CSc1ccc(Cl)c(C(=O)OCC(=O)NC2CC2)c1	-1%	-12%	1%	7%	-19%	7%	2%	-8%
CCc1sc(-c2ccccc2)nc1C(=O)OC	-9%	-7%	38%[activator]	0%	-6%	2%	0%	-3%
Cc1cc(NCc2ccc(Cl)cc2)n2cnnc2n1	0%	nt	nt	4%	nt	nt	-1%	-5%
CCC1(CC)Cc2ccccc2-c2nc(NCCCO)[nH]c(=O)c21	-5%	-12%	6%	-6%	?	2%	-1%	-8%
C=CCc1c(C)nc(SC)nc1Nc1ccc(C(=O)O)cc1	-2%	6%	2%	-11%	?	6%	-1%	-3%
Cc1ccc(S(=O)(=O)c2cn(Cc3ccccc3)c3cc(N4CCCC4)c(F)cc3c2=O)cc1C	-4%	nt	nt	-1%	nt	nt	5%	1%
CC1CCC/C(=C\Nc2ccc3c(c2)OCO3)C1=O (stereo unspecified)	-6%	-11%	-1%	-20%	?	15%	13%	?
N#CC/C(N)=N/NC(=O)CCCNc1ncc(C(F)(F)F)cc1Cl	9%	-20%	-9%	1%	?	12%	-1%	-18%
Cc1cc(C(=O)N/N=C/c2c[nH]c3ccccc23)cs1	2%	-7%	0%	7%	?	-2%	-6%	?
COc1cc(C(=O)OC2CCN(C)CC2)cc(OC)c1OC	4%	12%	nt	-14%	-3%	2%	0%	1%
CCOc1ccccc1/C=c1\sc2nc(-c3ccco3)nn2c1=O	?	-5%	16µM*	4%	4%	6%	1%	22µM*
COc1ccc(N(CC(=O)Nc2ccccc2C(=O)NCC(C)C)S(C)(=O)=O)cc1	4%	-2%	2%	1%	3%	2%	1%	10%
COc1ccccc1Cn1c(SCC(=O)C(C)(C)C)nc2ccccc2c1=O	?	nt	nt	1%	nt	nt	-4%	10%
Cc1cc(C)n(-c2ccc(C(=O)Nc3cc(C(F)(F)F)ccc3N3CCOCC3)cc2)n1	1%	-8%	0%	-14%	?	6%	-2%	-11%
CCC(C(=O)NC1CCCCC1)n1c(SCc2cccc(F)c2)nc2ccncc21 (stereo unspecified)	-3%&-5%	5%	0%	0%&-1%	3%	-7%	1%&-1%	-6%&-9%
O=C(CSc1cccc[n+]1[O-])NCC1CCCCC1	-1%	i	nt	-3%	3%	4%	-2%	-1%
CCOc1c(Br)cc(CNc2ccc3c(c2)OCCO3)cc1OC	?	-15%	nt	-2%	3%	-7%	-3%	?
COc1ccc(CCNC(=O)C2CC(c3ccccc3F)=NO2)cc1 (stereo unspecified)	1%	-8%	nt	-5%	3%	3%	1%	6%

A section from further up, as a working copy:
SMILES	Tau fibril FP	RECQ1 inh	L3MBTL1 inh	TRb-SRC2 inh	KDM4E inh	RGS12 GoLoco inh	TR SRC2 fluor cs	Tau fibril ThT
CCc1sc(-c2ccccc2)nc1C(=O)OC	-9%	-7%	38%[activator]	0%	-6%	2%	0%	-3%
Cc1cc(NCc2ccc(Cl)cc2)n2cnnc2n1	0%	nt	nt	4%	nt	nt	-1%	-5%
CCC1(CC)Cc2ccccc2-c2nc(NCCCO)[nH]c(=O)c21	-5%	-12%	6%	-6%	?	2%	-1%	-8%
C=CCc1c(C)nc(SC)nc1Nc1ccc(C(=O)O)cc1	-2%	6%	2%	-11%	?	6%	-1%	-3%
Cc1ccc(S(=O)(=O)c2cn(Cc3ccccc3)c3cc(N4CCCC4)c(F)cc3c2=O)cc1C	-4%	nt	nt	-1%	nt	nt	5%	1%
CC1CCC/C(=C\Nc2ccc3c(c2)OCO3)C1=O (stereo unspecified)	-6%	-11%	-1%	-20%	?	15%	13%	?
N#CC/C(N)=N/NC(=O)CCCNc1ncc(C(F)(F)F)cc1Cl	9%	-20%	-9%	1%	?	12%	-1%	-18%
Cc1cc(C(=O)N/N=C/c2c[nH]c3ccccc23)cs1	2%	-7%	0%	7%	?	-2%	-6%	?
COc1cc(C(=O)OC2CCN(C)CC2)cc(OC)c1OC	4%	12%	nt	-14%	-3%	2%	0%	1%
CCOc1ccccc1/C=c1\sc2nc(-c3ccco3)nn2c1=O	?	-5%	16µM*	4%	4%	6%	1%	22µM*
COc1ccc(N(CC(=O)Nc2ccccc2C(=O)NCC(C)C)S(C)(=O)=O)cc1	4%	-2%	2%	1%	3%	2%	1%	10%
COc1ccccc1Cn1c(SCC(=O)C(C)(C)C)nc2ccccc2c1=O	?	nt	nt	1%	nt	nt	-4%	10%
Cc1cc(C)n(-c2ccc(C(=O)Nc3cc(C(F)(F)F)ccc3N3CCOCC3)cc2)n1	1%	-8%	0%	-14%	?	6%	-2%	-11%
CCC(C(=O)NC1CCCCC1)n1c(SCc2cccc(F)c2)nc2ccncc21 (stereo unspecified)	-3%&-5%	5%	0%	0%&-1%	3%	-7%	1%&-1%	-6%&-9%
O=C(CSc1cccc[n+]1[O-])NCC1CCCCC1	-1%	i	nt	-3%	3%	4%	-2%	-1%
CCOc1c(Br)cc(CNc2ccc3c(c2)OCCO3)cc1OC	?	-15%	nt	-2%	3%	-7%	-3%	?
COc1ccc(CCNC(=O)C2CC(c3ccccc3F)=NO2)cc1 (stereo unspecified)	1%	-8%	nt	-5%	3%	3%	1%	6%

Fetched by compound from the list above (2):
SMILES	Tau fibril FP	RECQ1 inh	L3MBTL1 inh	TRb-SRC2 inh	KDM4E inh	RGS12 GoLoco inh	TR SRC2 fluor cs	Tau fibril ThT
Cc1cc(C(=O)N2CCC(C(F)(F)F)n3nccc32)on1 (stereo unspecified)	-4%	-11%	-6%	-16%	-3%	10%	1%	13%
COc1ccc(CCNC(=O)C2CC(c3ccccc3F)=NO2)cc1 (stereo unspecified)	1%	-8%	nt	-5%	3%	3%	1%	6%
